DDE Tn7 FP inh = inhibitors of Tn7 peptide binding to fibrin DD(E), primary screen, biochemical, fluorescence polarization, human fibrin, Tn7 probe | FP displacement of FITC-Tn7 peptide from fibrin DD(E); 0% = median of compound wells per plate | inhibition, % at 8.3 µM | 370,000 compounds, 0.13% hits;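 active = inhibition above the mean of compounds falling within the control limits plus 3 SD of them, cut at about 14% in these data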;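 note: 0% = plate median of compound wells and 100% = 10 µM Aha-Tn7 peptide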
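System: human fibrin DD(E); quantity: Fibrin-DD(E) at 2 µM final; also added: fluorescent Tn7 probe at 0.1 µM; compound dosing: single nominal test concentration of 8.3 µM per compound; schedule: 10 min preincubation, 3 h with tracer, room temperature; detection: fluorescence polarization of the labelled Tn7 tracer; repeats: one replicate per compound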
TCR-CD3 inh = inhibitors of human TCR-CD3 interaction, primary screen, biochemical, fluorescence, TAMRA-labeled TCR probe | 360,000 compounds, 0.37% hits | AID 651800, 2012 | inhibition, % at 9.4 µM; in the data active = inhibition above about 19%;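 note: recombinant mutant TCR 2C K166C tagged with TAMRA read by polarization; 0% = receptor in buffer alone and 100% = receptor with positive control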
MBD2 DNA inh = inhibitors of MBD2 binding to methylated DNA, primary screen, biochemical, TR-FRET, DNA-binding domain, human. MBD2 binding to methylated oligonucleotide. inhibition, % at 4.4 µM. 370,000 compounds, 0.31% hits. AID 686964, 2013; in the data active = inhibition above about 13%
Target sequence (Q9UBB5 whole entry, looked up, the tested form may be a part): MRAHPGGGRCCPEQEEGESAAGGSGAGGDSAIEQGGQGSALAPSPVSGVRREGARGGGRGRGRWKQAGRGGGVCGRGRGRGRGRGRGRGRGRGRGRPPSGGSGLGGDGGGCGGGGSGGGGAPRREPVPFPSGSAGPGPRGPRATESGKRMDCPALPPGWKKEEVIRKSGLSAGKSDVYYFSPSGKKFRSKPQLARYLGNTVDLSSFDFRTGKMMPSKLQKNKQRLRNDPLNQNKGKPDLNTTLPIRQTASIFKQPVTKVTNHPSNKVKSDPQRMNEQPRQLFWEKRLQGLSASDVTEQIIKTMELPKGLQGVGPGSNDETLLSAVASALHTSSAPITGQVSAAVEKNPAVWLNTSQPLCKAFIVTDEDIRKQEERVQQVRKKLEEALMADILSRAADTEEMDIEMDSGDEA
DDE Tn6 FP inh = inhibitors of Tn6 peptide binding to fibrin DD(E), primary screen, biochemical, fluorescence polarization, human fibrin, Tn6 probe; Fibrin DD(E) TRITC-Tn6 fluorescence polarization displacement; AID 720509, 2013; Fibrinogen beta chain (Homo sapiens), P02675; inhibition, % at 8.3 µM; 370,000 compounds, 0.21% hits;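 active = inhibition above a per-campaign cutoff: mean of compounds within control limits plus 3 SD, cut at about 15% in these data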;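 note: 0% = median of all compound wells on the plate and 100% = blocking peptide control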
KLK7 zymogen act = proKLK7 zymogen activators, primary screen, biochemical, fluorescence intensity; 370,000 compounds, 0.9% hits; purified proKLK7, EDANS-DABCYL substrate fluorescence; 100% is mature enzyme control, 0% vehicle; Kallikrein-7 (Homo sapiens), P49862; activation, % at 7 µM; AID 652039, 2013;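 active = activation above the mean of all tested compounds plus 3 SD, computed per campaign excluding outliers beyond control limits, cut at about 13% in these data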
UHRF1 binding = UHRF1 methylated DNA binding inhibitors, primary screen, counter-screen for MBD2 inhibitor project, biochemical, TR-FRET, human UHRF1, single concentration; E3 ubiquitin-protein ligase UHRF1 (Homo sapiens), Q96T88; UHRF1 binding to methylated oligo; inhibition, % at 4.4 µM; 370,000 compounds, 0.75% hits; AID 687016, 2013; in the data active = inhibition above about 21%;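 note: UHRF1 SRA domain binding a hemimethylated CpG hairpin DNA probe; 0% = median of test compound wells and 100% = reference inhibitor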
TDP2 absorb = human TDP2 enzyme inhibitors, primary screen, biochemical, epi absorbance, recombinant enzyme | Tyrosyl-DNA phosphodiesterase 2 (Homo sapiens), O95551 | T5PNP hydrolysis, p-nitrophenol absorbance 415 nm | 370,000 compounds, 0.34% hits | inhibition, % at 12.8 µM;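 active = inhibition above the mean of all tested compounds plus 3 SD, set per campaign, cut at about 25% in these data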;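 note: 0% = DMSO with enzyme and 100% = buffer with substrate but no TDP2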
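Incubation: 2 h at 37 °C; Test system: recombinant human TDP2; Quantity: enzyme 120 nM; Read-out basis: percent inhibition; Medium: 50 mM Tris-HCl pH 7.5 with Mg2+, KCl, DTT, BSA; Repeats: single replicate; Compound: 12.8 µM single point, 1% DMSO; Signal: epi absorbance; Reagent: 5 mM T5PNP chromogenic substrate; Benchmarks: no-enzyme high, DMSO-plus-enzyme low.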
LEDGF integ inh = blockers of LEDGF/p75-dependent integrase strand transfer – biochemical, TR-FRET, high throughput, primary screen; HIV-1 integrase (with human LEDGF/p75); TR-FRET IN-LEDGF/p75 DNA integration, Eu/Cy5; inhibition, % at 3.7 µM; 370,000 compounds, 0.64% hits; AID 743269, 2014;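 active = inhibition above the screen-wide mean plus 3 SD, cut at about 13% in these data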;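 note: signal is the Cy5 over europium emission ratio at 671 and 618 nm; 0% = plate median of compound wells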
SIAE inh = human SIAE inhibitors, primary screen, biochemical, fluorescence polarization, FP-Rh probe, 1536-well HTS | Sialate O-acetylesterase (Homo sapiens), Q9HAT2 | SIAE FP-Rh probe binding | inhibition, % at 9.66 µM | 370,000 compounds, 0.69% hits;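 active = inhibition above a cutoff: mean of compounds within the control limits plus 3 SD of those, cut at about 17% in these data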;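 note: 0% = plate median of compound wells and 100% = probe without SIAE protein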
Target sequence (Q9HAT2 whole entry, looked up): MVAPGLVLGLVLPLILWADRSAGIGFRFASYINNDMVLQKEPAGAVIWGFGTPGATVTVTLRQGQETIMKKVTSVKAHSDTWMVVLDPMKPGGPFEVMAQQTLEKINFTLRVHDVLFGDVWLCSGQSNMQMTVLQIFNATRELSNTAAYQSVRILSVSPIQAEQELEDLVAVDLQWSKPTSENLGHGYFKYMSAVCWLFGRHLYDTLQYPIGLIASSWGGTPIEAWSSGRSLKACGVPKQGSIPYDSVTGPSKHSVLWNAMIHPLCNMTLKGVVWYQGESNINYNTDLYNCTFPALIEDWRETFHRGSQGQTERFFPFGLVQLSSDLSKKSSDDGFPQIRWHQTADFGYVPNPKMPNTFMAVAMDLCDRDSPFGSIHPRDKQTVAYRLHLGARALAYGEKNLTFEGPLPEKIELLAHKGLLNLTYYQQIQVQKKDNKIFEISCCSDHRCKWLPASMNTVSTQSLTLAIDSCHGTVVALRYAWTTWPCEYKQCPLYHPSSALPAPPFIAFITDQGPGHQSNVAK
PRMT1 inh = PRMT1 methyltransferase inhibitors, primary screen, biochemical, fluorescence polarization; Protein arginine N-methyltransferase 1 (Homo sapiens), Q99873; recombinant PRMT1, activity-based probe fluorescence polarization; 370,000 compounds, 1.3% hits; inhibition, % at 2.79 µM;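 active = inhibition above about 21% made by adding two undisclosed values, limit read from the data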
* = called active by the depositor; / = no result given.

The line under a structure holds: DDE Tn7 FP inh	TCR-CD3 inh	MBD2 DNA inh	DDE Tn6 FP inh	KLK7 zymogen act	UHRF1 binding	TDP2 absorb	LEDGF integ inh	SIAE inh	PRMT1 inh
1	COc1ccc(N2CCN(C(CNC(C)=O)c3ccc4c(c3)OCO4)CC2)cc1 (stereo not given)
 : 7.1	1.7	-6.0	8.2	-0.1	-1.4	-7.2	-2.9	4.6	1.1
2	CCOC(=O)N1CCN(S(=O)(=O)c2ccc3c(c2)C(C)C(=O)N3)CC1 (stereo not given)
 : -8.9	10.2	0.6	7.2	0.9	2.3	-7.8	5.2	-2.9	-0.1
3	Cc1[nH]n(C(N)=S)c(=O)c1N=Nc1ccc(S(=O)(=O)N2CCCC2)cc1
 : 1.2	6.7	-11.6	4.4	-0.3	-16.4	6.3	-4.6	-1.7	3.9
4	NC(=Nc1ccc(Cl)cc1)c1ccccc1
 : 3.1	2.5	0.9	6.5	-0.3	-0.7	-5.1	1.4	-4.7	0.6
5	CCOC(=O)C(=O)Nc1nc(-c2ccccc2)c(-c2ccccc2)o1
 : -9.3	0.9	-1.8	-0.4	1.9	1.2	-13.7	0.1	-8.0	-1.3
6	CC1=C(C(=O)Nc2cccc(F)c2)C(c2ccsc2)C2=C(CC(C)(C)CC2=O)N1 (stereo not given)
 : 2.2	2.1	-1.9	-2.9	10.4	2.8	-2.6	-0.6	4.0	-0.8
7	O=C1CCC(=O)N1CNc1ccc(Oc2ccccc2)cc1
 : -2.1	-5.2	1.4	-1.2	0.0	-1.9	-15.4	5.5	6.1	5.8
8	O=C(CCCN1CCC(O)(c2cccc(C(F)(F)F)c2)CC1)c1ccc(F)cc1
 : -2.1	3.2	1.6	-4.0	-0.5	2.1	-2.9	1.7	-2.3	-2.9
9	O=C(NC1CCCCC1)c1cc2c(cc1Cl)N1CCCCCC1=NS2(=O)=O
 : -6.5	-8.9	0.9	-3.0	-0.1	-0.6	-1.4	-0.7	-0.6	-0.6
10	CCC(=O)N1c2ccc(S(=O)(=O)CCC(=O)NCCC3=CCCCC3)cc2CC1C (stereo not given)
 : 3.5	-0.1	9.5	7.2	0.3	18.8	-2.3	-0.7	2.8	-0.1
11	COC(=O)c1cc(CSc2nnc(NC3CCCCC3)s2)oc1C
 : -1.3	-7.6	3.7	-1.7	-0.1	0.3	-9.1	-2.9	-2.2	3.8
12	O=C1c2ccccc2C(=O)N1CCCCN(C(=O)c1ccc([N+](=O)[O-])cc1)c1ccc(Cl)cc1
 : 6.0	-0.9	1.3	0.0	0.5	3.7	-1.0	-1.8	0.8	0.5
13	CCNC(=O)COc1cccc2ccccc12
 : 6.4	2.3	-3.7	-2.1	-0.3	0.3	-2.6	0.6	0.2	-0.2
14	O=[N+]([O-])c1ccc(CSc2nc3ncc(Br)cc3[nH]2)cc1
 : -5.4	-2.2	-4.3	-1.7	0.0	2.5	-23.6	6.2	-4.3	0.4
15	COc1ccc(C(CNC(=O)c2ccc(OCc3csc(C)n3)cc2)N2CCCC2)cc1 (stereo not given)
 : -6.7	2.6	-1.2	-4.8	0.4	-1.9	4.0	-2.3	-0.7	-3.8
16	COc1ccc(OCc2cc(C(=O)N3C[C@H]4CC[C@H]3C4)no2)c(Cl)c1
 : 5.1	6.6	-3.8	-3.2	0.3	-1.1	16.5	3.9	0.3	-0.2
17	O=S1(=O)CC2c3ccccc3CN2CN1Cc1ccc(F)cc1 (stereo not given)
 : -6.8	/	-0.6	-3.6	-1.0	-5.1	5.4	0.1	-3.8	6.2
18	CCCNC(=O)c1cc(-c2ccco2)on1
 : 3.1	0.6	-0.4	1.5	0.6	-1.8	4.0	-2.5	6.6	-3.0
19	CCC(NC(=O)NCc1cccnc1)(C(F)(F)F)C(F)(F)F
 : -3.9	-9.8	7.2	-7.3	0.1	4.4	2.6	2.8	10.5	-0.7
20	CCOC(=O)C1=CN(CC)CCC1=O
 : 3.9	-4.5	4.2	8.0	-0.4	2.0	-3.1	-4.5	-0.8	3.8

New compounds follow.
The line under a structure holds: DDE Tn7 FP inh	TCR-CD3 inh	MBD2 DNA inh	DDE Tn6 FP inh	KLK7 zymogen act	UHRF1 binding	TDP2 absorb	LEDGF integ inh	SIAE inh	PRMT1 inh
21	Cc1nc(-c2ccc(F)cc2)c(CC(=O)N(C)CC(=O)Nc2ccc(F)cc2)s1
 : -7.9	-2.1	-3.9	-3.0	-0.4	-0.9	0.1	6.2	4.3	-2.1
22	O=C(NCCNc1ccc([N+](=O)[O-])cc1)c1ccco1
 : 7.8	-7.0	3.3	1.2	0.2	4.6	-8.1	-0.4	-9.8	2.3
23	CC(=O)Nc1cccc(NS(=O)(=O)c2cn(C)c(=O)n(C)c2=O)c1
 : 4.0	6.5	-0.4	5.5	0.1	-1.1	3.1	-2.3	-3.9	-1.5
24	CN(Cc1ccc2nonc2c1)Cc1nc(CC2CC2)no1
 : 6.9	2.8	5.4	3.8	-0.1	2.9	1.8	0.9	2.3	0.8
25	CC(NC(=S)NNS(=O)(=O)c1cccc([N+](=O)[O-])c1)c1ccccc1 (stereo not given)
 : -2.7	1.3	-1.6	-2.6	0.4	1.6	-3.0	4.9	0.2	3.6
26	CCCCC[C@@H]1C=C(C(=O)O)[C@H](c2ccc3c(c2)OCO3)N1S(=O)(=O)c1ccc(C)cc1
 : 9.2	2.7	-5.6	3.3	0.2	1.2	-5.6	0.5	0.1	2.8
27	COc1ccc(C(=O)Nc2ccc(S(=O)(=O)N3CCCCC3)cc2)cc1OC
 : 4.5	8.9	2.0	-0.1	0.2	10.7	-0.7	2.8	-14.1	-1.3
28	CN(CC(=O)Nc1ccc(F)cc1)C(=O)COc1ccc(C(=O)c2ccccc2)cc1
 : -3.3	0.9	1.9	5.1	0.4	-0.8	-0.1	0.9	-5.4	-1.7
29	CC(C)CC(=O)Nc1ccc(C(=O)COC(=O)C2=COCCO2)cc1
 : -2.7	-2.7	1.4	-0.5	-0.5	-0.7	0.6	0.9	11.8	7.0
30	Cc1cc(OC(C)C(=O)NCCCN2CCOCC2)ccc1Cl (stereo not given)
 : 0.0	4.8	-7.5	8.6	-0.2	1.6	3.8	-0.1	5.0	-1.7
31	O=C(COC(=O)/C=C/c1ccc(Cl)c(Cl)c1)NC1CCS(=O)(=O)C1 (stereo not given)
 : -1.8	-3.4	-5.8	1.7	0.6	-2.2	-3.8	1.1	1.7	4.5
32	Cc1ccc(C)c(N(CC(N)=O)S(C)(=O)=O)c1
 : 9.1	-0.7	1.0	-1.9	-0.2	-0.5	1.3	1.4	0.8	0.4
33	O=C(O)c1cccc(NC(=O)c2ccccc2NC(=O)c2ccco2)c1
 : -4.2	2.7	3.1	-1.8	0.3	6.5	4.0	-0.9	-1.4	5.8
34	COc1cc(NC(=O)COC(=O)c2ccc([N+](=O)[O-])s2)cc(OC)c1OC
 : -1.2	-8.8	-6.8	6.6	0.9	1.5	31.6*	32.2*	-1.3	1.2
35	Nc1ccccc1-c1nc2ccncc2[nH]1
 : 1.4	-0.2	-2.0	6.8	86.7*	-3.0	1.9	3.2	3.9	3.7
36	COc1cc(C)ccc1OCc1cc(C(=O)NC(C)Cn2cncn2)no1 (stereo not given)
 : 5.1	-6.9	6.2	-0.6	-0.3	1.3	-7.4	-1.1	-1.2	1.4
37	C=CCN(C(=O)CCC(=O)O)C1CC(=O)N(c2ccc(OC)cc2)C1=O (stereo not given)
 : -10.8	0.8	-5.1	-3.8	-0.6	0.7	1.0	1.6	8.1	-1.0
38	O=C(C1CCCN(S(=O)(=O)c2cccs2)C1)N1CCN(C2CCCCC2)CC1 (stereo not given)
 : 2.2	4.1	4.0	6.7	0.0	2.2	7.1	0.8	-2.5	-0.8
39	C#CCNC(=O)C1=C[C@@H](c2coc3ccccc3c2=O)C[C@@H](OCCCCO)O1
 : 6.0	6.5	3.2	0.3	1.0	-1.4	0.0	-2.3	1.6	1.2
40	COc1ccc(S(=O)(=O)N2CCN(C(=O)c3cccc(Cl)c3)CC2)cc1
 : 1.9	-2.4	0.7	-12.1	0.8	1.4	6.9	-2.9	3.1	0.9
41	CCOC(=O)NC(=O)/C(C=Nc1ccc(Cl)c(Cl)c1Cl)=C(\C)O
 : -4.9	-1.2	4.5	0.7	-0.8	8.1	-2.1	-0.6	-7.2	4.2
42	O=C(Cc1ccc(-n2cccc2)cc1)NCc1ccccc1Cl
 : 2.6	-6.5	-0.9	5.4	-0.2	1.6	2.8	2.7	7.8	2.1
43	O=C(NCCc1nc(-c2ccccc2)cs1)c1ccc(Br)cc1
 : 6.8	1.4	3.3	-2.7	0.1	3.0	-1.7	-0.9	-6.2	2.9

Single records (already shown). Screens in order: DDE Tn7 FP inh	TCR-CD3 inh	MBD2 DNA inh	DDE Tn6 FP inh	KLK7 zymogen act	UHRF1 binding	TDP2 absorb	LEDGF integ inh	SIAE inh	PRMT1 inh
Profile of O=C(NCCc1nc(-c2ccccc2)cs1)c1ccc(Br)cc1 : 6.8	1.4	3.3	-2.7	0.1	3.0	-1.7	-0.9	-6.2	2.9
Profile of O=C(COC(=O)/C=C/c1ccc(Cl)c(Cl)c1)NC1CCS(=O)(=O)C1 (stereo not given) : -1.8	-3.4	-5.8	1.7	0.6	-2.2	-3.8	1.1	1.7	4.5
